Screens deposited in PubChem BioAssay by Sanford-Burnham Center for Chemical Genomics.
mIAP activ – mouse IAP activation; 330,000 compounds, 0.24% hits; activation factor at 10 µM; muIAP, CDP-Star luminescence, 30 min; active compounds read high; 1 = vehicle-only enzyme signal, 0 = enzyme-free wells;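 active means activation factor of at least 2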; further: the source names both 10 and 20 µM as test concentration; values of inactives mirror those of a sister screen read the other way
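also added = chemiluminescent substrate CDP-Star | test system = mouse IAP enzyme | signal = chemiluminescence readout | compound = DMSO-dissolved test compounds | incubation = 30 min at room temperature | benchmarks = DMSO wells, no-enzyme wells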
MIN6 prolif – MIN6 beta-cell proliferation induction. MIN6 cells proliferation, ATPlite luminescence, 48 h; cells starved in 0.2% serum; 100% = growth in 10% serum. proliferation, % at 10 µM. 330,000 compounds, 0.29% hits;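 active means compounds whose signal lies at least 3.5 SD above the mean of all wells on their plate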;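 further: 0% = DMSO-treated cells in low-serum medium and 100% = 10% serum control; some compounds called inactive have numbers as strong as hits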
mIAP block – mouse IAP inhibition | purified mouse IAP, CDP-Star luminescence, 30 min | inhibition, % at 10 µM | 330,000 compounds, 0.2% hits;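 active means inhibition of at least 40% at 10 µM in the primary screen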;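 further: plate controls were DMSO with enzyme for no effect and no enzyme wells for full effect; values of inactives mirror those of a sister screen read the other way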
hIAP inh – blocks human intestinal alkaline phosphatase; P09923; purified IAP, CDP-Star luminescence, 30 min; inhibition, % at 10 µM; 330,000 compounds, 0.12% hits;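 active means inhibition reaching a set limit with compound at 10 µM in the primary screen, cut at about 35% in these data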;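 further: plate controls were DMSO wells with enzyme for no effect and no-enzyme buffer wells for full effect; values of inactives mirror those of a sister screen read the other way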
Target sequence (P09923 whole entry, looked up): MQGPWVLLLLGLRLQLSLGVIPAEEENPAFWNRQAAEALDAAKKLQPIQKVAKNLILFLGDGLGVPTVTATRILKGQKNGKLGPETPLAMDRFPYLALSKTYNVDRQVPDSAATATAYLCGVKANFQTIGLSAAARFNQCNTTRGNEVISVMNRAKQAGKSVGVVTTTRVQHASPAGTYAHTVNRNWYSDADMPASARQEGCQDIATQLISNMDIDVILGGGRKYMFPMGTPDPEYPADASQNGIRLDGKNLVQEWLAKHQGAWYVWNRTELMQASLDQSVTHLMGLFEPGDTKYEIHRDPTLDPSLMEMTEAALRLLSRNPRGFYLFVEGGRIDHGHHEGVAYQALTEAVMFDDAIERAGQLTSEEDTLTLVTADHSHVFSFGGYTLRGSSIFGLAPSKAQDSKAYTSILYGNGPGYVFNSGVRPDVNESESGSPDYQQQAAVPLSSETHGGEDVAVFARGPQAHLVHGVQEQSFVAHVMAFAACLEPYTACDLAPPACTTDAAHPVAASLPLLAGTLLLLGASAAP
A3A deaminase – inhibitors of human APOBEC3A DNA deaminase. recombinant A3A, FAM/TAMRA ssDNA deamination fluorescence. inhibition, % at 20 µM. 330,000 compounds, 0.41% hits. P31941;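 active means at least 40% inhibition at 20 µM here, with at most 30% in a related deaminase screen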;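 further: plate controls were A3A with DMSO for no effect and wells lacking A3A enzyme for full effect; some results filed as inactive read as strong as hits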
tim10-1 inh – inhibits growth of tim10-1 mutant yeast | S. cerevisiae tim10-1 ts strain growth, BacTiter-Glo, 24 h | inhibition, % at 20 µM | 330,000 compounds, 2.2% hits | AID 463190;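 active means inhibition of at least 40%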;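 further: mutant grown at 25 °C; 0% = DMSO wells with yeast and 100% = wells holding no yeast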
NLRP3 yeast inh – inhibitors of NALP3 inflammasome in yeast; Yeast reconstituted NLRP3/ASC/caspase-1, beta-gal luminescence, 24 h; inhibition, % at 10 µM; 330,000 compounds, 0.39% hits; AID 2825;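 active means inhibition of 50% or more; inactive means inhibition below 50%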;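 further: plate controls were induced DMSO wells for no effect and uninduced yeast grown without galactose for full effect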
TIM10 inh – growth inhibitors of TIM10 yeast strain; inhibition, % at 10 µM; S. cerevisiae TIM10 strain growth, BacTiter-Glo luminescence, 24 h; AID 463195; 330,000 compounds, 1.4% hits;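 active means inhibition of 40% or more at the single tested concentration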;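 further: wild-type TIM10 isogenic control strain grown at permissive 25 °C; 0% = DMSO yeast wells and 100% = minimal medium wells without yeast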
APOBEC3G inh – APOBEC3G (human) deaminase inhibition | AID 493012 | Q9HC16 | 330,000 compounds, 0.28% hits | recombinant A3G, ssDNA deamination FAM/TAMRA fluorescence | inhibition, % at 20 µM;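 active means inhibition of at least 40% at 20 µM, with no more than 30% in the related APOBEC3A deaminase screen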;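 further: plate controls were DMSO wells with A3G for no effect and wells lacking A3G enzyme for full effect; some compounds called inactive have numbers as strong as hits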
Target sequence (Q9HC16 whole entry, looked up): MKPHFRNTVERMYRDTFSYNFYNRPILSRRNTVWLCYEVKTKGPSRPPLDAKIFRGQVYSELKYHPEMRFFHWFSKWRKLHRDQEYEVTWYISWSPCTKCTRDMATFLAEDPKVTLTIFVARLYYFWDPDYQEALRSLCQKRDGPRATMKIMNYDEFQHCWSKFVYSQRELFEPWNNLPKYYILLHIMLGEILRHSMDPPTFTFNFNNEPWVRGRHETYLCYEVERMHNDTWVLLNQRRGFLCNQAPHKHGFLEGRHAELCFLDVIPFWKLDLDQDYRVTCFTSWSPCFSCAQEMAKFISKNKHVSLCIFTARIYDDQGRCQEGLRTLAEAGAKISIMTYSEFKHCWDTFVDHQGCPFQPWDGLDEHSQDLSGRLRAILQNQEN
* = called active by the depositor; . = no result given.

SMILES	mIAP activ	MIN6 prolif	mIAP block	hIAP inh	A3A deaminase	tim10-1 inh	NLRP3 yeast inh	TIM10 inh	APOBEC3G inh
COc1cc(C2c3c(oc4ccccc4c3=O)C(=O)N2Cc2ccco2)ccc1O (stereo not drawn)	1	3	0	4	-3	-2	-6	-3	-5
COc1ccccc1C(=O)Nc1ccnn1C1CCN(CCC(C)c2ccc(C)o2)CC1 (stereo not drawn)	1.1	-4	-7	8	-4	14	-6	4	-2
O=C(CN1CCc2ccccc2C1)Nc1ccc(Br)cc1	0.98	-3	2	0	3	7	29	-15	-1
c1nnc2c3c4c(sc3ncn12)CCC4	0.98	1	2	9	2	6	24	-11	-2
CCOC(=O)c1[nH]cnc1C(=O)Nc1ccc(C)cc1	1	2	-5	-6	-5	-1	-4	22	-4
COc1ccc(-c2nn(C)c(=O)c3ccccc23)cc1NC(=O)COc1ccccc1	0.98	-4	2	-23	-1	-1	10	9	5
Cc1ccc(OCCC(=O)OCC(=O)N2CC(=O)Nc3ccccc32)cc1	1.1	-1	-7	4	1	4	23	5	-1
COc1ccc(C)cc1NC(=O)C(OC(=O)c1ccc([N+](=O)[O-])o1)c1ccccc1 (stereo not drawn)	1	-4	-2	-3	-4	32	16	-66	-10
O=C(CCCN=C1NS(=O)(=O)c2ccccc21)OCC(=O)c1ccc(Br)cc1	1	1	-1	5	3	10	12	0	0
O=C(c1ccc2ncsc2c1)N1CCCC(C(F)(F)F)C1 (stereo not drawn)	0.98	1	2	12	2	25	21	1	4
CCOc1cccc(N(C(=O)C2COc3ccccc3O2)C(C(=O)NC2CCCCC2)c2ccc(O)cc2)c1 (stereo not drawn)	0.99	0	1	10	-1	9	7	-19	-7
COc1cc(CCC(=O)Nc2ccc(S(=O)(=O)N3CCOCC3)cc2)cc(OC)c1OC	0.95	-1	5	10	0	-9	9	7	-1
CN(C)C(=O)Nc1ccccc1	1.1	-2	-9	16	-1	-12	3	9	-12
CCOC(=O)N1CCN(S(=O)(=O)c2ccc3c(c2)OCC(=O)N3)CC1	0.96	0	4	-17	5	14	17	18	-11
COc1ccc(/C=N/NC(=O)c2ccc(NC(C)=O)cc2)cc1COc1ccc(F)cc1F	1	-1	-2	13	16	-11	14	-24	11
C=CCONC(=O)Cc1ccccc1	1	.	-11	.	4	-10	.	-9	2
Cc1ccc(C(=O)O[C@H](C(=O)O)[C@H](OC(=O)c2ccc(C)cc2)C(=O)O)cc1	0.97	-1	3	11	-2	14	16	-4	-4
CCOC(=O)C1=C(N)N(c2ccccc2)C(=O)C1	0.94	-3	6	9	0	16	15	8	7
O=C(NNc1c2ccccc2nc2ccccc12)c1ccc(O)cc1	0.93	-1	7	20	4	11	19	8	-7
O=C(CSc1ccccc1C(=O)O)NCc1ccc(Cl)cc1	0.92	2	8	-3	-1	13	4	4	-2
NC1=NC(c2cccc(O)c2)n2c(nc3ccccc32)N1 (stereo not drawn)	1.1	0	-8	7	0	23	9	-2	-2
COc1ccc(CNC(=O)C2CC(O)CN2C(=O)Nc2ccccc2)cc1 (stereo not drawn)	0.99	-2	1	10	-5	-9	17	-2	-7
CCOc1ccc(C(=O)NCCc2ccc3c(c2)OCCO3)cc1	0.92	1	8	-1	-3	-17	23	1	-6
CCN1C=C(C(=O)OC)C(c2cccc(C)c2)C(C(=O)OC)=C1	1.1	-3	-14	-6	-7	16	8	2	-4
COc1cc(/C=N/NC(=O)C(=O)NCc2cccnc2)ccc1O	0.99	-2	0	-7	2	-3	-22	-2	-4
CCOc1ccc(N(CC(=O)NC(C)(C)C)C(=O)c2ccco2)cc1	1	1	0	8	-2	28	4	-13	-8
COCCCN(C(=O)CSCC(=O)Nc1cccc(C)c1)c1c(N)n(Cc2ccccc2)c(=O)[nH]c1=O	0.97	2	3	7	17	-2	25	-2	-5
CC(=O)N1CCN(CC(=O)Nc2cc([N+](=O)[O-])ccc2Cl)CC1	1.1	-2	-7	0	-3	3	15	-19	-6
O=C(Cc1ccc(F)cc1)OCC(=O)c1cc2ccccc2o1	1.1	-3	-6	10	-1	8	36	-14	1
O=C(CN(C(=O)CNC(=O)c1cccs1)c1ccccc1F)NC1CCCCC1	1.1	-2	-7	-5	0	-4	14	-1	-4
O=C(NNC(=O)c1ccccc1[N+](=O)[O-])c1ccco1	0.93	-1	7	6	9	-1	7	-2	0
CC1CC(C)CN(CC(O)COc2ccc3c(c2)CCC3)C1 (stereo not drawn)	1.1	-4	-9	7	6	2	4	2	-4
CC(C(=O)Nc1ccc(N2CCOCC2)cc1)N1C(=O)c2ccccc2C1=O (stereo not drawn)	1	-3	-1	-1	-1	-18	1	-7	-1
C[C@H](CO)N1C[C@H](C)[C@H](CN(C)C)Oc2ccc(NS(=O)(=O)c3ccc(F)cc3)cc2CC1=O	0.94	0	6	-1	1	3	3	-1	-4
CC(C(=O)Nc1cccc(S(=O)(=O)N2CCOCC2)c1)N1CCN(C/C=C/c2ccccc2)CC1 (stereo not drawn)	0.96	-5	4	14	3	1	13	-8	0
N=C1C=CC=C2C1=NC1(CCCCC1)N2O	0.91	0	9	4	-1	-1	7	8	-1
COc1ccccc1NC(=O)NCc1ccc(C)n1C	1.1	-5	-11	-2	1	11	14	2	0
Cc1c(NC(=O)c2ccco2)c(=O)n(-c2ccccc2)n1C	0.99	-1	1	15	-8	7	14	-11	-8
CCCCn1cnc2cc(NCc3cccc(OC)c3O)ccc21	1	-2	-3	-16	-4	2	9	-14	-6
O=C(NCCc1ccc(Cl)cc1)C1CCCN(S(=O)(=O)c2cnc[nH]2)C1 (stereo not drawn)	1.1	0	-7	4	0	5	7	9	-4

Limited to tim10-1 inh and mIAP block (two entries from above):
Compound | tim10-1 inh | mIAP block
CCOc1ccc(N(CC(=O)NC(C)(C)C)C(=O)c2ccco2)cc1 | 28 | 0
COCCCN(C(=O)CSCC(=O)Nc1cccc(C)c1)c1c(N)n(Cc2ccccc2)c(=O)[nH]c1=O | -2 | 3

The list goes on:
SMILES	mIAP activ	MIN6 prolif	mIAP block	hIAP inh	A3A deaminase	tim10-1 inh	NLRP3 yeast inh	TIM10 inh	APOBEC3G inh
COc1ccc(Br)cc1C(=O)Nc1ccc(N2CCCC2)cc1	0.98	-1	2	11	-8	-1	21	-2	-3
CN1CCN(c2oc(COc3ccc(-c4ccccc4)cc3)nc2C#N)CC1	0.95	-4	5	1	-2	-1	60*	13	-5
Cc1ccc(Oc2ccc(NC(=O)C3=CC=CN4CCS(=O)(=O)N=C34)cc2)cc1	0.98	-1	2	14	-1	8	5	-6	-1
O=C(N/N=C1\CC(c2ccccc2)Oc2ccccc21)c1cccnc1 (stereo not drawn)	0.9	-4	10	-20	-4	21	8	1	-5
CCc1nnc(NC(=O)c2ccc(N3C(=O)CCC3=O)cc2)s1	1.1	-4	-9	11	-4	-6	10	-7	-3
O=C(/C=C/c1ccc2c(c1)OCO2)Nc1nncs1	0.98	-3	2	-22	-2	14	18	16	-5
CCNC(=S)N(CCCN(CC)CC)Cc1cc2cc3c(cc2[nH]c1=O)OCO3	1	-2	0	8	-3	5	20	-12	-7
CCCOc1ccc(C(=O)Nc2cc(-c3nn4c(C)nnc4s3)ccc2C)cc1	1	-2	-3	-17	3	-24	10	-24	-1
Cc1cccc(C)c1-n1nnnc1-c1cnccc1C(F)(F)F	0.95	-2	5	3	2	13	15	15	-1
O=c1c2ccccc2c(=O)n(-c2ccccc2)n1CCCCBr	1.1	0	-8	14	2	-5	12	7	-8
CCO[C@@H]1OC(C(N)=O)=C[C@H](c2ccc(C(F)(F)F)cc2)[C@H]1CCCO	0.74	-3	26	-2	-4	-15	13	-4	-7
COc1ccc(/C=N/NC2=NS(=O)(=O)c3ccccc32)cc1OC	0.91	3	9	18	-7	-12	3	7	-8
COc1ccc(NC(=O)CNC(=O)c2nn(-c3ccc(OC)cc3OC)c(=O)c3ccccc23)c(OC)c1	0.97	0	3	16	-3	-15	9	8	-11
COCC(C)N=C1NN=C(c2cccs2)C(CC(=O)O)S1 (stereo not drawn)	0.91	-3	9	8	-5	11	31	23	-7
COc1cccc(CN(C)C(=O)CSCC(=O)Nc2ccc(C)cc2)c1OC	1	-2	-1	-4	0	-19	7	-14	-6
COc1ccccc1C(=O)Nc1cccc(NC(C)=O)c1	0.98	-2	2	12	-1	11	4	13	-3
COCCN(C(=O)C1=COCCO1)c1c(N)n(CC(C)C)c(=O)[nH]c1=O	1	-1	-2	1	1	-15	5	8	-2
O=C(O)c1ccc(Cl)c(S(=O)(=O)N(Cc2ccccc2)c2ccc(F)cc2)c1	0.91	-3	9	-3	2	25	18	9	-2
CC(NC(=O)C(=O)N1CCCCC1)C(c1cccs1)N1CCN(c2ccccc2)CC1 (stereo not drawn)	0.9	-2	10	11	-4	22	3	12	-1
Oc1c(C(Nc2ccccn2)c2cccnc2)cc(Cl)c2cccnc12 (stereo not drawn)	1	0	-4	1	-1	20	31	33	-7
COc1ccc(-n2c(-c3cc(-c4ccccc4)sc3N)n[nH]c2=S)cc1	0.96	-4	4	17	2	15	42	13	-5
CCc1ccc(N2C(=O)CC(N3CCN(c4ccccn4)CC3)C2=O)cc1 (stereo not drawn)	1.1	-2	-5	-4	-2	6	16	-13	-7
Cn1nnnc1SCC(=O)N1CCCCC1	0.98	0	2	15	-2	-4	-8	-18	-4
COc1ccc(NC(=O)c2cccnc2N2CCCCC2)cc1	0.91	3	9	-2	1	21	22	12	-2
